# Screens (PubChem)
# FBW7 act – human FBW7 E3 ligase activation, primary screen | AID 1259310 | normalized activity (activation), % at 26.1 µM | AlphaScreen FBW7–phospho-cyclin E peptide binding, activator screen | actives 0.13% (n = 650,000); in the data active = normalized activity above about 1.9%;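 also: purified mutant Fbw7 with reduced substrate affinity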
# Target sequence (Q969H0 whole entry, looked up): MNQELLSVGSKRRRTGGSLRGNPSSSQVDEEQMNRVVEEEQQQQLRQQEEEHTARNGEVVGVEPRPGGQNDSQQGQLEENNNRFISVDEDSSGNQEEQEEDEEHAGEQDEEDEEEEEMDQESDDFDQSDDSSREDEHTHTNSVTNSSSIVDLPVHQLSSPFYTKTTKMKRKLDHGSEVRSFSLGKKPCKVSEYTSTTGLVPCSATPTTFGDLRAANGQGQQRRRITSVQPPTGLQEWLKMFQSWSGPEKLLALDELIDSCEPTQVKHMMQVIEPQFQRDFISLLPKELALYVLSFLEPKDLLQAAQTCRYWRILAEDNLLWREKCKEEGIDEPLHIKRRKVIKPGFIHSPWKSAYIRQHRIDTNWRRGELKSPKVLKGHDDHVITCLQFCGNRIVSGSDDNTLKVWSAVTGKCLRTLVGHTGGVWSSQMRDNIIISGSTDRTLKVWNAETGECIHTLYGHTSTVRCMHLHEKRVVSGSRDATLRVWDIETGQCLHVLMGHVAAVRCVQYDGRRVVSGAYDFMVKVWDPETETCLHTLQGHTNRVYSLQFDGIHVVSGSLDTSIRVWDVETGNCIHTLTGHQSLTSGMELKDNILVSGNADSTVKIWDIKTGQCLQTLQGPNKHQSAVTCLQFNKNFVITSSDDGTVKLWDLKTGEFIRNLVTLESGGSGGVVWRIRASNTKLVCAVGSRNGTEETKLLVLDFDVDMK
# GPR151 activ – activates the human receptor GPR151; actives 1% (n = 650,000); AID 1508602; Q8TDV0; PathHunter beta-arrestin GPR151 cells, luminescence; activation, % at 11.2 µM; in the data active = activation above about 4.9%;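 also: 0% = median of compound wells and 100% = cells with positive control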
# Target sequence (Q8TDV0 whole entry, looked up): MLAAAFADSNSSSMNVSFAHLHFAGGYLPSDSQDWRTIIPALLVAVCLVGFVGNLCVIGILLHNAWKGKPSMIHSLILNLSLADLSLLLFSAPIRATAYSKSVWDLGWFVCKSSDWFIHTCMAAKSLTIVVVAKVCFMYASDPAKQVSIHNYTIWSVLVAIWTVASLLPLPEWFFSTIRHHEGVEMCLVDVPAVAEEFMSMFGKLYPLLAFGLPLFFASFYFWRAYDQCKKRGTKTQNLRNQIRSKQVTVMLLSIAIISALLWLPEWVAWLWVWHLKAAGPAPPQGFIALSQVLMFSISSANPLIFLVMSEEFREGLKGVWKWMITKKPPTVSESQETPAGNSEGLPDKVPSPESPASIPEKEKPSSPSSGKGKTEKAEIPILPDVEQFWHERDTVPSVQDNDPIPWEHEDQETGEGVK
# TEAD-YAP block – TEAD-YAP interaction inhibition | HEK-TIYL cells, TEAD-Gal4/YAP UAS-luciferase luminescence | inhibition, % at 9.12 µM | actives 1.4% (n = 640,000) | AID 1259422; in the data active = inhibition above about 32%;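 also: 0% = median of test compound wells and 100% = reference inhibitor wells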
# MITF primary – inhibitors of human MITF; O75030; AID 1259374; inhibition, % at 2.6 µM; actives 0.91% (n = 650,000); AlphaScreen MITF homodimerization, bead proximity signal; in the data active = inhibition above about 50%;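 also: 0% = vehicle wells with protein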
# * marks the source's active call; other numbers are inactive results.
# Order of values: FBW7 act | GPR151 activ | TEAD-YAP block | MITF primary
CCN1C2=C(C(=O)CC(C)(C)C2)C(c2ccc(O)c(OC)c2)C2=C1CC(C)(C)CC2=O
    0.0 | 0.0 | -8 | -4
CSc1ccccc1NC(=O)C1OC2OC(C)(C)OC2C2OC(C)(C)OC12 (configuration not stated)
    -0.1 | -0.8 | 3 | 16
COc1ccc(CCC(=O)NCc2ccc(Cl)cc2)cc1
    0.1 | 0.4 | -2 | 10
COc1ccccc1C(=O)Nc1c2c(nn1-c1ccc([N+](=O)[O-])cc1)CSC2
    0.1 | -1.7 | 12 | 9
Cc1cc(C)nc(N2CCOCC2)n1
    0.2 | -1.0 | -6 | -16
Cc1cc(C)c(NC(=O)c2cc(S(=O)(=O)N3CC(C)CC(C)C3)ccc2F)c(C)c1 (configuration not stated)
    0.2 | -2.2 | 11 | 19
O=C(Cc1ccccc1)NCc1nnc2n1CCN(Cc1ccccc1-c1ccco1)CC2
    0.1 | 0.7 | -1 | -2
Cc1ccccc1C(=O)NNC(=O)c1cccc2ccccc12
    0.2 | 3.7 | 3 | 9
COc1cccc(OCc2nc3c(OC)cc(-c4cn[nH]c4)cc3c(=O)[nH]2)c1
    -0.3 | -1.5 | 3 | -8
O=C(Oc1ccc2ccccc2c1)c1ccccc1O
    0.4 | -1.8 | -3 | 19
Cc1cc(=O)oc2oc3c(O)cc(O)cc3c12
    -0.2 | -0.1 | -9 | -12
CCOCCCN1C(=O)c2ccccc2CC1(C)C(=O)NC1CCCCCCC1 (configuration not stated)
    -0.2 | 0.1 | -8 | -4
Cc1cc(C(=O)NCC2CCC3(CCN(CC4=CC[C@H]5C[C@@H]4C5(C)C)CC3)O2)n(C)n1 (some centres not stated)
    0.2 | -2.2 | 1 | 12
O=C(Nc1ccc(Cl)cc1)c1cnn2c(C(F)(F)F)cc(-c3ccc(Br)cc3)nc12
    -0.1 | -0.8 | -6 | 7
CC(C)(C)C(=O)N1CCC(c2nnc(-c3ccco3)o2)CC1
    0.9 | -1.3 | -7 | 7
COc1ccc(C(=O)Nc2ccccc2N2CCN(C)CC2)cc1
    0.9 | -1.8 | 6 | 6
CCOc1ccc(NC(=O)c2ccc(N3CC4CC(C3)c3cccc(=O)n3C4)c(NC(=O)C3=CC4C=CC=CC4OC3=O)c2)cc1 (configuration not stated)
    -0.3 | 0.2 | -14 | -4
Fc1ccc(/C=N/Nc2nccnc2Cl)cc1
    -0.1 | -7.0 | -26 | 15
CCOC(=O)C1=C(C)N(C)C(c2ccccc2)(C(F)(F)F)NC1=O (configuration not stated)
    -0.1 | -0.1 | 8 | 0
CC1(C)Cc2cccc(OCc3ccc(C(=O)Nc4nccs4)cc3)c2O1
    0.0 | 0.5 | 14 | 8
O=C1C2C(c3ccc(Cl)cc3)OC3(C(=O)c4ccccc4C3=O)C2C(=O)N1c1ccc(Cl)c(Cl)c1 (configuration not stated)
    -0.2 | 1.3 | -4 | 4
COc1ccc(CCN2CCC3(CC2)OCc2ccccc2O3)cc1OC
    0.4 | -0.6 | 0 | 13
Cc1nn(-c2ccc(Br)c([N+](=O)[O-])c2)c(C)c1[N+](=O)[O-]
    0.5 | -0.5 | 7 | 18
CC1=C(C(=O)Nc2ccccn2)C(c2ccccc2C(F)(F)F)C2=C(CC(C)(C)CC2=O)N1 (configuration not stated)
    0.3 | -1.4 | -2 | 8
c1cc(N2CCOCC2)ccc1Nc1nc(N2CCC(N3CCOCC3)CC2)nc2c1ncn2C1CCCCC1
    -0.4 | 0.8 | -23 | 28
NC(=O)c1cc2cc(Br)ccc2o/c1=N/NC(=S)Nc1ccccc1
    -0.1 | 3.1 | 3 | -3
CC(C)CCn1c(=O)c2cccnc2n(Cc2cccc(F)c2)c1=O
    0.0 | 12* | -8 | -8
O=C(Nc1cc([N+](=O)[O-])ccc1F)c1cccc(Br)c1
    -0.1 | 1.0 | 18 | -3
O=C(Nc1ccc(Br)cc1F)c1cc(S(=O)(=O)NC(c2ccccc2)c2ccccc2)ccc1F
    -0.1 | 0.1 | 0 | -9
COc1cc(C)ccc1Oc1ncnc(N)c1[N+](=O)[O-]
    -0.1 | 0.1 | 4 | -7
Cc1cc2c(=O)n(CC(=O)NCC(=O)Nc3ccc(C)c(F)c3)cnc2s1
    0.1 | 0.4 | -6 | 3
O=S(=O)(Nc1ccc(-c2ccc(NS(=O)(=O)c3ccccc3)cc2)cc1)c1ccccc1
    0.0 | -0.6 | -3 | 4
O=C(O)c1ccc2c(c1)N=C(N1CCOCC1)c1ccccc1S2
    0.0 | 0.2 | 0 | 13
Cc1cc(-c2cnc(C)nc2C2CCCN(C(=O)C(C)(C)C)C2)on1 (configuration not stated)
    0.6 | 1.2 | -2 | -6
O=C(CCCCCN1C(=O)c2ccccc2C1=O)Nc1ccc2c(c1)OCO2
    0.1 | 0.3 | 11 | -5
CC1(C)CC(=O)C2=C(C1)Nc1nc(-c3ccccc3)nn1C2c1ccc(O)cc1 (configuration not stated)
    0.0 | -0.7 | -3 | 3
CC(=O)Nc1ccc(OS(=O)(=O)c2ccc(NC(C)=O)cc2)cc1
    0.2 | 1.1 | 8 | 13
S=c1nc(SCc2ccccc2Cl)[nH][nH]1
    0.0 | -0.4 | -15 | -8
CC(C)n1cnc2c(Nc3ccc(N4CCOCC4)cc3)nc(-c3ccc(C(=O)NC4CC4)cc3)nc21
    -0.1 | -1.8 | 15 | -9
CC(C)(C)C(=O)NCCNc1ccc([N+](=O)[O-])cc1Cl
    0.0 | -0.4 | -13 | 3

# As entered above:
# `O=S(=O)(Nc1ccc(-c2ccc(NS(=O)(=O)c3ccccc3)cc2)cc1)c1ccccc1` | FBW7 act: 0.0
# `CC(=O)Nc1ccc(OS(=O)(=O)c2ccc(NC(C)=O)cc2)cc1` | FBW7 act: 0.2
# `CC1(C)CC(=O)C2=C(C1)Nc1nc(-c3ccccc3)nn1C2c1ccc(O)cc1` (configuration not stated) | TEAD-YAP block: -3
# `Cc1cc(-c2cnc(C)nc2C2CCCN(C(=O)C(C)(C)C)C2)on1` (configuration not stated) | FBW7 act: 0.6

# Following part
# Order of values: FBW7 act | GPR151 activ | TEAD-YAP block | MITF primary
CCOc1cc(C2CC(=O)NC(C)=C2C(=O)OC)cc(Br)c1OCC (configuration not stated)
    -0.1 | -0.8 | -16 | -1
CCOC(=O)C1=C(C)N=c2s/c(=C/c3ccc(-c4cccc([N+](=O)[O-])c4)o3)c(=O)n2C1c1ccc(N(C)C)cc1 (configuration not stated)
    -0.2 | 0.1 | -10 | 9
CC(C)(C)c1ccc(S(=O)(=O)NCc2ccc(C(=O)NCc3ccccn3)cc2)cc1
    -0.1 | -0.3 | 5 | -1
COc1ccc(C(CCN)c2ccccc2OC)cc1 (configuration not stated)
    0.0 | 0.8 | 0 | 9
Cc1ccc(/C(O)=C2\C(=O)C(=O)N(c3ccc(O)cc3)C2c2ccc(C)cc2)cc1 (configuration not stated)
    -0.3 | 0.9 | 3 | -8
COC(=O)c1ccccc1NC(=O)c1sc2nc(C)nc(N(C)c3ccc(C(C)C)cc3)c2c1C
    1.3 | -0.3 | -4 | 12
CN(C(=O)Cn1ncc2c(=O)oc3ccccc3c21)c1ccc(F)cc1
    0.1 | -1.1 | 6 | 1
Cc1ccc(NC(=O)CSc2nc3ncccc3[nH]2)c(Cl)c1
    0.8 | -0.3 | 6 | 12
Cc1ccc(OC(=O)c2ccc(C(=O)Oc3ccc(C)cc3)cc2)cc1
    0.0 | -0.1 | 0 | 18
CCCS(=O)(=O)N1CC(=O)N(c2ccc(C)c(C)c2)C(C)(C(=O)NC2CCCC2)C1 (configuration not stated)
    0.4 | -1.6 | 2 | 13
CC1CCCCN1CC(O)COc1ccc(OCC(O)CN2CCCCC2C)cc1 (configuration not stated)
    -0.1 | 1.4 | 7 | 12
CC(C)CC(c1nnnn1Cc1cccs1)N1CCN(C2CCCC2)CC1 (configuration not stated)
    0.5 | -0.9 | 2 | -21
COc1ccc(N(C(=O)C2CCCC2)C2C=CS(=O)(=O)C2)cc1 (configuration not stated)
    0.0 | -0.7 | 9 | -6
COc1ccc(OC)c(-c2nc(N)sc2C2(O)C(=O)Nc3c(C)cc(C)cc32)c1 (configuration not stated)
    0.0 | -0.2 | -11 | 0
Cc1nc2nc(-c3ccccc3)[nH]c2cc1Br
    -0.1 | -5.0 | -11 | 20
Cc1ccc(S(=O)(=O)N2CCN3C(=O)[C@H](CC(C)C)N(C)C(=O)[C@H]3C2)cc1
    -0.1 | -0.7 | 1 | -6
CC1(C)COC(c2cccc([N+](=O)[O-])c2)OC1
    0.0 | 0.1 | 4 | 1
COc1ccc(/C(N)=N/OC(=O)c2ccc([N+](=O)[O-])c(C)c2)cc1
    0.2 | 3.0 | -5 | 6
COc1ccc(Cl)cc1-c1nc(SCC(=O)Nc2ccc([N+](=O)[O-])cc2C#N)n[nH]1
    0.0 | 2.4 | 6 | 5
O=C(CN1CCN(S(=O)(=O)c2ccc(F)cc2)CC1)c1ccc(O)c(O)c1
    -0.4 | 0.7 | -6 | 26

# 4 compounds picked at random from those above:
# Order of values: FBW7 act | GPR151 activ | TEAD-YAP block | MITF primary
CN(C(=O)Cn1ncc2c(=O)oc3ccccc3c21)c1ccc(F)cc1
    0.1 | -1.1 | 6 | 1
CC1(C)COC(c2cccc([N+](=O)[O-])c2)OC1
    0.0 | 0.1 | 4 | 1
Cc1nc2nc(-c3ccccc3)[nH]c2cc1Br
    -0.1 | -5.0 | -11 | 20
Cc1ccc(S(=O)(=O)N2CCN3C(=O)[C@H](CC(C)C)N(C)C(=O)[C@H]3C2)cc1
    -0.1 | -0.7 | 1 | -6

# Remaining list, next part.
smiles	FBW7 act	GPR151 activ	TEAD-YAP block	MITF primary
COc1ccc(NC(=O)CSc2nncc(=O)n2N)cc1	-0.2	-0.3	7	14
O=C1CCCN1CCn1cnc2c(NCc3cccc(C(F)(F)F)c3)nc(Nc3ccc(-n4ccnc4)cc3)nc21	0.0	1.2	-6	7
c1ccc(Oc2ccc(Nc3nc(N4CCc5ccccc5C4)nc4c3ncn4C3CCCCC3)cc2)cc1	-0.1	1.9	1	6
Cc1cc(C)n2nc(SCc3ccc(F)cc3Cl)nc2n1	0.1	-1.9	-19	7
COc1ccc(C(=O)Nc2c(C)cc(O)cc2C)cc1	-0.2	1.2	13	18
O=C(CCC1(Cc2ccc3c(c2)OCO3)CCC(=O)N1)NCc1cnn(-c2ccccc2)n1 (configuration not stated)	0.0	7.1*	10	2
CCOC(=O)C(=O)NNc1ccc(OCC)cc1	-0.1	1.1	-6	-3
COc1ccc(/C=C/C(=O)O)cc1S(=O)(=O)NCC1CCCO1 (configuration not stated)	-0.1	-0.6	-10	10
O=[N+]([O-])c1ccc(N2COc3ccc4cc(Br)ccc4c3C2)cc1	-0.1	1.0	14	10
CC(O)CNCc1cccc(S(=O)(=O)N(C)C)c1 (configuration not stated)	0.0	0.9	7	23
CCOc1cc(/C=C2\N=C(c3cccs3)OC2=O)ccc1OC	0.5	0.7	6	11
O=S(=O)(NCC1CCCO1)c1cc(Cl)ccc1Br (configuration not stated)	0.1	0.7	7	-1
CCN(CC)c1ccc(C2C(C#N)=C(N)N(c3ccc(OC)cc3)C3=C2C(=O)CC(C)(C)C3)cc1 (configuration not stated)	-0.1	-0.3	-5	-1
O=C(c1cccnc1)N1N=C(c2c(-c3ccccc3)c3cc(Br)ccc3[nH]c2=O)CC1c1ccccc1 (configuration not stated)	0.1	0.4	-5	4
Cc1cccc(-n2ccnc2SCC(=O)Nc2cccc(C)c2C)c1	-0.3	0.4	11	4
COCc1cc(C)nc(N/N=C/c2ccc(OC)c(Br)c2)c1C#N	-0.2	1.5	0	-9
CC(=O)NC1=NC(=O)/C(=C/c2cc(C)c(C)cc2C)S1	-0.2	-0.6	-11	6
Cn1c(=O)c(=O)n(C)c2cc(S(=O)(=O)NCc3ccccc3Cl)ccc21	0.1	-0.4	-3	11
COc1ccc(CC(=O)NCCCN2CCOC(c3ccccc3)C2)cc1 (configuration not stated)	0.9	0.5	11	15
CC(C)(C)C(=O)N1CCN(c2nc(N3CCOCC3)nc(-n3ccnc3)n2)CC1	-0.1	1.1	-7	-2
O=C(Nc1cccc(-c2nc3ccccc3s2)c1)C(c1ccccc1)c1ccccc1	0.0	-1.1	0	13
CC(C)(C)n1nnnc1CN1CCN(Cc2ccc3c(c2)OCO3)CC1	0.1	0.8	-2	7
CC1=NN2C(=N)/C(=C/c3ccc(-c4ccc(C(=O)O)cc4)o3)C(=O)N=C2S1	-0.5	0.2	-9	-12
CC(=O)Nc1ccc(S(=O)(=O)N2CCN(c3c(C)cc(C)cc3C)CC2)cc1	-0.1	0.8	-5	-2
CCOC(=O)c1c(NC(=O)c2cccc(OC)c2)sc2c1CCC(CC)C2 (configuration not stated)	-0.1	-0.9	-4	-1
Fc1ccc(Br)cc1C1Nc2cccc3cccc(c23)N1	-0.1	2.5	-4	-3
CC1(C)CC(=O)C=C(C(=O)N2CCCC(CNS(=O)(=O)c3cccs3)C2)O1 (configuration not stated)	-0.1	-0.9	-5	-1
Cc1ccc(NC(=O)c2ccc(NCCc3ccccc3)c([N+](=O)[O-])c2)cc1F	0.2	2.0	9	7
COc1ccc(N(CC(O)Cn2c3ccccc3c3ccccc32)S(=O)(=O)c2ccccc2)cc1 (configuration not stated)	-0.1	3.2	-6	6
COc1ccc(-c2csc(NC(=O)CN3C(=O)CCC3=O)n2)c(OC)c1	0.0	-0.2	1	-5
CCn1c(CNC(=O)c2ccc(C)cc2)nnc1SCC(=O)NCc1ccccc1	1.4	2.9	1	11
COCCCN1C(=O)c2[nH]nc(-c3ccccc3O)c2C1c1cccc(Br)c1 (configuration not stated)	-0.3	0.1	35*	10
Cc1cccc(OCC(=O)NCc2nc(-c3ccccc3)no2)c1	0.0	0.6	-11	-11

# Compounds as they come, and some 3.4% of all compounds hit somewhere here.
